Screening data from PubChem BioAssay.
GPR151 activ: activates the human receptor GPR151. Q8TDV0. PathHunter beta-arrestin GPR151 cells, luminescence. activation, % at 11.2 µM. hit rate 1% among 650,000. AID 1508602; in the data active = activation above about 4.9%;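 note: 0% = median of compound wells and 100% = cells with positive control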
Target sequence (Q8TDV0 whole entry, looked up): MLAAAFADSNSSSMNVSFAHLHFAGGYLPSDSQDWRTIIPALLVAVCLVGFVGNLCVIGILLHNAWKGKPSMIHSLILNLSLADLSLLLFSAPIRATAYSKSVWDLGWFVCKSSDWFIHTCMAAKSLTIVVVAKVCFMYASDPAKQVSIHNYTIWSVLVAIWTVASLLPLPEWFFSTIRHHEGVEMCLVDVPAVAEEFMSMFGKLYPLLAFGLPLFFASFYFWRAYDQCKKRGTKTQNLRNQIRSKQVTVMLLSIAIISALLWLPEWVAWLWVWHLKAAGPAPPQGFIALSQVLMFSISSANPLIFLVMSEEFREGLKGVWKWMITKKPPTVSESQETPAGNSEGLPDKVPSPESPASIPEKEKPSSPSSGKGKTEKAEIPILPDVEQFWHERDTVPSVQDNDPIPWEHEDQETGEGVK
FBW7 act: activators of human E3 ligase FBW7. AlphaScreen FBW7–phospho-cyclin E peptide binding, activator screen. hit rate 0.13% among 650,000. AID 1259310. normalized activity (activation), % at 26.1 µM; in the data active = normalized activity above about 1.9%;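 note: purified mutant Fbw7 with reduced substrate affinity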
MITF primary: human MITF inhibition, primary screen; AID 1259374; O75030; AlphaScreen MITF homodimerization, bead proximity signal; inhibition, % at 2.6 µM; hit rate 0.91% among 650,000; in the data active = inhibition above about 50%;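 note: 0% = vehicle wells with protein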
Target sequence (O75030 whole entry, looked up): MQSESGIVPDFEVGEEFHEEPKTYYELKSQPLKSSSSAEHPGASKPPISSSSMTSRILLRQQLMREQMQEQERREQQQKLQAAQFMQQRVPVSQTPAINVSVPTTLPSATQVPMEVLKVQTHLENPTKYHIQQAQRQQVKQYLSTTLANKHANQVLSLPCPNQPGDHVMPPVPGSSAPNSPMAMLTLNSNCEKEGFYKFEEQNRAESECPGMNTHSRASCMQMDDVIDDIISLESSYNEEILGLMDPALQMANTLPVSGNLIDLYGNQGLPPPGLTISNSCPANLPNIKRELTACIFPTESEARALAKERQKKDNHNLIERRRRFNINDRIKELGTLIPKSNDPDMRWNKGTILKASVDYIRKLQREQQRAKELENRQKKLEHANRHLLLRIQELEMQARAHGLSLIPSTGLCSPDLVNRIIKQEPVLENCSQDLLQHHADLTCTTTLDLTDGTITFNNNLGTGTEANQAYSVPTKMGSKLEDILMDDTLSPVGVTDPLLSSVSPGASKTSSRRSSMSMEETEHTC
TEAD-YAP block: TEAD-YAP interaction inhibition; HEK-TIYL cells, TEAD-Gal4/YAP UAS-luciferase luminescence; hit rate 1.4% among 640,000; AID 1259422; inhibition, % at 9.12 µM; in the data active = inhibition above about 32%;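 note: 0% = median of test compound wells and 100% = reference inhibitor wells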
The depositor's hits bear a star. No enrichment for hits. Share with any hit: about 3.4%.

SMILES	GPR151 activ	FBW7 act	MITF primary	TEAD-YAP block
CCOc1ccc(N2C(=O)c3ccc(C(=O)OC4CC(C)CCC4C(C)C)cc3C2=O)cc1 (stereo unspecified)	2.2	0.1	15	8
O=C(Nc1nc2c(cc3c4c(cccc42)CC3)s1)C1CC1	-2.0	0.1	22	-3
CCC(=O)Nc1ccc2[nH]c(C)cc2c1	-1.6	-0.2	3	-10
CC(C)N1C(=O)/C(=C(/C#N)c2nnc3n2CCCCC3)c2ccccc21	-0.4	0.0	5	3
Cc1ccc(-n2nc3cc(C)c(NC(=O)c4ccc([N+](=O)[O-])c(C)c4)cc3n2)cc1	-1.0	0.1	0	-1
COc1ccc(CC2=NOC(CNC(=O)CCc3ccccn3)C2)cc1 (stereo unspecified)	-0.2	0.0	-1	-4
C/C(=N\NC(=O)COc1ccc(I)cc1)c1cccs1	-0.6	-0.1	14	-7
CCOC(=O)c1sc(=S)n(-c2ccccc2OC)c1N	-0.1	0.4	1	-3
COc1ccc(NC(=O)c2cc3nc(-c4ccc5c(c4)OCO5)cc(C(F)(F)F)n3n2)cc1OC	0.3	-0.1	0	1
O=C1c2ccccc2C(=O)N1CCSc1ncnc2sc3c(c12)CCC3	1.4	0.0	1	11
O=C(Cn1cnc2sc3c(c2c1=O)CCCC3)NCC(=O)Nc1ccc2c(c1)OCCO2	1.3	-0.1	-1	12
COc1c(Cl)ccc(Cl)c1C(=O)Nc1ccc(C)cc1C	-0.8	-0.1	21	1
CC(C)c1cc(CN2CCc3ccc(NC(=O)C4CCCO4)cc3C2)[nH]n1 (stereo unspecified)	0.9	-0.1	-13	0
CCC(=O)Oc1ccc(C(=O)NCc2ccc(F)cc2)cc1	0.0	-0.1	-4	10
CCc1nc(SCC(=O)c2ccc(O)cc2O)n[nH]1	-1.6	0.1	17	-6
CC(C(=O)O)N1C(=O)/C(=C/c2cccs2)SC1=S (stereo unspecified)	-0.3	-0.1	-14	1
COc1ccc(NC(=O)CN(Cc2ccccc2)S(=O)(=O)c2ccccc2)cc1Cl	-0.4	-0.2	9	5
CCN1CCN(c2oc(-c3ccc(COc4ccc(C)cc4)o3)nc2C#N)CC1	0.0	-0.1	10	2
Cn1c2ccc(Br)cc2c2nnc(SCC(=O)N3CCCCC3)nc21	-0.4	0.2	26	-11
Cc1nnc(NC(=O)c2ccccc2Br)s1	-1.4	0.3	15	-19
Cc1cc(C(=O)N2CCCC(N3CCOCC3)C2)c(C)o1 (stereo unspecified)	-1.5	0.0	4	8
CC(C)=NNC(=O)CNC(=O)c1ccccc1	-1.0	-0.1	0	1
CC(=O)c1cccc(N2C(=O)C3C4C=CC(C)(O4)C3C2=O)c1 (stereo unspecified)	-0.3	-0.1	-4	-8
NC(=O)c1cncc(-c2cccc3c2OC(CNC(=O)c2cc(F)c(F)cc2F)C3)c1 (stereo unspecified)	0.0	-0.1	6	-2
OCC(O)Cn1c2ccccc2c2ccccc21 (stereo unspecified)	-0.1	-0.1	-11	5
SMILES	GPR151 activ	FBW7 act	MITF primary	TEAD-YAP block
COc1ccccc1/C=C/C(=O)NCC(=O)N1CCC(N(C)C2CCCC2)CC1	2.2	0.0	-15	2
O=[N+]([O-])c1ccccc1S(=O)(=O)Nc1cccc(F)c1	-0.8	0.0	9	6
CN(C)C(=O)c1c(NC(=O)c2ccccc2)sc2c1CCC2	2.1	0.0	-6	-3
O=C(Nc1ccc(-c2csc(-c3ccccc3)n2)cc1)c1cc2cc(Br)ccc2oc1=O	-1.3	0.2	6	9
COc1cc(/C=N/NC(N)=O)cc(Br)c1OC	-0.3	-0.1	-7	-8
C#CCNc1cc(-c2ccccc2)nc2ncnn12	7.1*	0.0	-1	0
O=C(OCC(=O)N1CCCCC1)c1ccc([N+](=O)[O-])cc1	-0.8	0.1	-7	-6
Cc1ccc(C2=N/C(=C\c3ccc(C(C)C)cc3)C(=O)O2)cc1[N+](=O)[O-]	1.1	-0.1	14	7
Cn1c(Nc2ccc(-n3cc(CC(=O)NC4CC4)c4ccccc43)nn2)nc2ccccc21	-2.6	-0.2	4	8
CCOC(=O)c1sc2nc(CC(=O)OC)nc(NCC(=O)OC)c2c1C	-0.6	-0.1	-3	5
CC(C)(C)OC(=O)NNC(=O)/C=C/c1cc(Br)ccc1F	5.2*	0.1	2	3
Fc1ccccc1Nc1nc2nonc2n2nnnc12	-4.9	-0.1	3	-12
CCC(C)NC(=O)CCc1c(C)nc2nc(C)nn2c1C (stereo unspecified)	-0.3	-0.2	-8	-5
CCCCc1ccc(C2=N/C(=C\c3ccc(C(C)C)cc3)C(=O)O2)cc1	0.2	-0.1	0	11
CC1(C)C(=O)C2(C(=O)Nc3ccccc3Br)CCC1C2 (stereo unspecified)	17*	-0.1	3	-1
O=C(O)CCNC(=O)c1cc(=O)[nH]c(=O)[nH]1	3.1	0.6	4	-7
Cc1sc2nc(C(C)C)nc(SCC(=O)N3CCOCC3)c2c1C	-1.0	0.0	26	-6
COC(=O)CSc1nnc2c3ccccc3n(CCc3ccccc3)c2n1	0.0	0.2	1	-6
COc1ccc(CCNC(=O)CSc2nc3ccsc3c(=O)n2-c2ccc(F)cc2)cc1OC	1.0	-0.4	-1	-11
Cc1ccc(-c2noc(CN(Cc3ccco3)S(C)(=O)=O)n2)cc1	-0.5	0.0	7	-3
O=C1NC2(CCN(Cc3ccccc3O)CC2)Oc2ccccc21	0.6	0.1	2	4
Cc1ccc(CN[C@H]2C[C@H]3C(=O)N[C@@H](CC4CCCCC4)C(=O)N3C2)cc1F	-1.6	-0.1	-1	-7
Cc1ccc(C)c(C(=O)Nc2nc3cc4c(cc3s2)OCCO4)c1	-2.9	-0.1	-9	-30
O=C(CCC1=NS(=O)(=O)c2cc(Br)cnc2N1)N1CCCCCC1	0.4	0.1	-1	9
COc1cc2ccccc2cc1C(=O)NC(=S)Nc1cccnc1	-0.6	0.0	8	-17
SMILES	GPR151 activ	FBW7 act	MITF primary	TEAD-YAP block
Cn1c2c(c3ccccc31)CCCC2	-0.4	0.0	-4	0
Cc1ccc2oc(=O)c3cnn(CC(=O)N(Cc4ccccc4)C(C)C)c3c2c1	1.5	0.1	-13	-4
O=C1CCc2cc(S(=O)(=O)NCCC(=O)N3CCn4c3nc3ccccc34)ccc2N1	0.3	0.0	-7	-2
CN(C)c1ccc(Nc2ncnc3ccc(I)cc23)cc1	2.0	-0.4	15	22
O=C(c1csc(-c2cnccn2)n1)N1CCCc2ccccc21	-2.6	-0.2	22	6
N#Cc1ccsc1NC(=O)CCSc1ccc(Cl)cc1	2.8	0.0	-5	-44
Cc1nc(-c2cccs2)c(CCC(=O)Nc2ccccn2)s1	4.1	-0.1	20	0
COC(=O)c1ccccc1NC(=O)C1CCN(S(=O)(=O)c2ccc(OC)c(C)c2)CC1	4.5	0.2	11	2
O=C(Nc1ccc(F)cc1)c1ccccc1S(=O)(=O)c1ccc([N+](=O)[O-])cc1	0.7	-0.2	-4	-5
Cc1ccc(/C=C(\NC(=O)c2ccccc2)C(=O)NCC(=O)O)cc1	2.3	0.0	14	-1
Cc1ccc(C)c(NC(=O)COc2cc(Cl)ccc2Cl)c1	0.6	0.1	0	2
C(=C\CSc1nc2ccccc2[nH]1)/CSc1nc2ccccc2[nH]1	-0.3	0.4	12	10
O=C(NCCCN1CCN(CCCNC(=O)c2cccc(F)c2)CC1)c1cccc(F)c1	0.9	-0.1	10	9
O=C(O)C1C2C=CC(C2=C(c2ccccc2)c2ccccc2)C1C(=O)Nc1ccccn1 (stereo unspecified)	0.0	0.1	14	2
COCCNC(=O)[C@@H]1C[C@H](NCc2ccc(C)s2)CN1Cc1ccccc1Cl	-1.0	1.6	16	6
Cc1cc2cc(CNC(=O)CCCC(=O)O)ccc2n1C	-0.3	-0.1	3	-4
COCCCNC(=O)c1cc(Nc2ccc(C)cc2C)nc2ccccc12	-0.3	-0.2	-11	0
CC(C)(C)NCCOc1ccc2ccccc2c1	-0.2	-0.1	-5	-3
Nc1c(-c2nc3ccccc3[nH]2)sc(=S)n1-c1ccccc1	-1.0	-0.5	7	-34
CCC1CN(CCNC(=O)c2ccccc2-n2cccn2)Cc2cc(OC)ccc2O1 (stereo unspecified)	0.0	0.0	8	0
CCCNC(=O)Cn1ncc2c(C)n(Cc3ccc(C)cc3)c(C)c2c1=O	0.3	0.0	5	-9
CCOC(=O)N1CCN(CC(O)COC2CCCCC2)CC1 (stereo unspecified)	0.7	0.0	-5	1
CC1=CC(=O)C=C/C1=N/n1c(C)nc2sc(C)c(C)c2c1=O	1.0	-0.2	0	-5
N#Cc1ccccc1NS(=O)(=O)c1ccc(F)c(F)c1	3.9	0.2	12	1
CCNC(=S)Nn1cnc2ccccc21	3.6	0.0	-7	-1

A different layout for seven compounds above:
smiles | GPR151 activ | FBW7 act | MITF primary | TEAD-YAP block
Cc1nc(-c2cccs2)c(CCC(=O)Nc2ccccn2)s1 | 4.1 | -0.1 | 20 | 0
COC(=O)c1ccccc1NC(=O)C1CCN(S(=O)(=O)c2ccc(OC)c(C)c2)CC1 | 4.5 | 0.2 | 11 | 2
O=C(Nc1ccc(F)cc1)c1ccccc1S(=O)(=O)c1ccc([N+](=O)[O-])cc1 | 0.7 | -0.2 | -4 | -5
Cc1ccc(/C=C(\NC(=O)c2ccccc2)C(=O)NCC(=O)O)cc1 | 2.3 | 0.0 | 14 | -1
Cc1ccc(C)c(NC(=O)COc2cc(Cl)ccc2Cl)c1 | 0.6 | 0.1 | 0 | 2
C(=C\CSc1nc2ccccc2[nH]1)/CSc1nc2ccccc2[nH]1 | -0.3 | 0.4 | 12 | 10
O=C(NCCCN1CCN(CCCNC(=O)c2cccc(F)c2)CC1)c1cccc(F)c1 | 0.9 | -0.1 | 10 | 9

(continued)
SMILES	GPR151 activ	FBW7 act	MITF primary	TEAD-YAP block
CC1=C(C#N)C(c2cccc(Oc3ccccc3)c2)C2=C(CCCC2=O)N1 (stereo unspecified)	0.5	-0.1	-6	6
O=C(CCCn1c(SCc2c(F)cccc2Cl)nc2ccsc2c1=O)NCCc1ccccc1	-2.1	0.4	-1	-2
Cc1cccc(C(=O)Nc2nn3c(CC(C)C)nnc3s2)c1	4.4	0.0	6	-1
O=C1Oc2ccccc2C(=O)/C1=C/N1CCN(c2ccccn2)CC1	-1.6	0.4	11	-1
CCOC(=O)CNC1CC(=O)N(c2ccc(F)cc2)C1=O (stereo unspecified)	-0.9	-0.1	4	1
CCOC(=O)CSc1nc2c(c(=O)n1CC)SCC2	-0.9	0.0	12	6
COc1ccc(Cl)cc1NC(=O)c1cc(-c2ccc3c(c2)OCO3)on1	-0.1	0.0	-2	4
CCCS(=O)(=O)N1CCC(CO)(Cc2cccc(OC)c2)CC1	3.1	0.0	3	12
COc1ccc(/C=C2\N=C(c3cccc(F)c3)OC2=O)cc1OC	-1.0	0.1	0	5
COC(=O)C1=C(C)NC2=C(C(=O)CC(c3ccc(Cl)cc3)C2)C1c1ccccc1Cl (stereo unspecified)	0.9	-0.2	9	7
O=C(Nc1cccc([N+](=O)[O-])c1)C1(c2ccc([N+](=O)[O-])cc2)CCCC1	0.9	-0.4	2	-10
Brc1ccc(/C=N/Nc2nc3ccccc3o2)cc1	-1.9	-0.1	1	-60
CCOC(=O)C1CCN(Cc2ccc(Br)s2)CC1	0.5	-0.2	30	-1
COc1ccc(C(=O)NC(=S)NC(C)Cc2cccs2)cc1 (stereo unspecified)	1.3	-0.1	6	-16
O=C(Cc1ccc(N2CCC(NCCn3ccnc3)CC2)cc1)NCCc1cccc(F)c1	6.0*	-0.2	-8	-2
Cc1ccc(NC2=C(Cl)C(=O)OC2OC(=O)c2ccc(C)cc2)cc1 (stereo unspecified)	0.7	-0.1	8	6
COc1cc([N+](=O)[O-])cc(C=C2C(=O)N(C)C(=O)N(C)C2=O)c1O	0.2	-0.4	14	6
Cc1ccc(CNC(=O)CSc2nc3ccsc3c(=O)n2CCCC(=O)NCCc2ccc(S(N)(=O)=O)cc2)cc1	-1.5	0.0	-9	8
S=C(Nc1ccc(N2CCOCC2)cc1)NC1CCCC1	1.2	-0.2	-3	-21
Cc1ccc(-c2csc(N3N=C(c4cccc([N+](=O)[O-])c4)CC3c3ccc(F)cc3)n2)cc1 (stereo unspecified)	0.0	0.0	13	9
Cc1cc(C)cc(NC(=O)Cn2cnc3c(cnn3C(C)(C)C)c2=O)c1	-0.1	-0.4	-8	-1
O=C(c1ccc(S(=O)(=O)N2CCOCC2)cc1)N1CCN(C2CCCC2)CC1	-0.4	0.1	21	5
CCOC(=O)c1c(-c2ccc(OC)cc2)csc1N	1.6	0.1	2	10
CCOC(=O)C1=C(CC)OC(N)=C(C#N)C1c1ccsc1 (stereo unspecified)	-0.5	0.4	29	4
O=C(N[C@H]1C[C@H]2C(=O)N[C@H](CO)C(=O)N2C1)c1ccc(F)c(C(F)(F)F)c1	-1.1	0.0	20	0
FC(F)(F)c1cccc(CNc2nc(Nc3ccc(-n4ccnc4)cc3)nc3nc[nH]c23)c1	4.3	0.1	0	-5
O=C(Cn1ncc2c3ccccc3n(Cc3ccccc3)c2c1=O)NC1CCCC1	0.8	0.5	-12	-7
Cc1ccc(/C=c2\sc3nc(=O)c(Cc4ccc(F)cc4)nn3c2=O)o1	-1.9	0.1	7	-7

3 entries from above, field by field:
Compound: Cc1nc(-c2cccs2)c(CCC(=O)Nc2ccccn2)s1
  GPR151 activ: 4.1	FBW7 act: -0.1	MITF primary: 20	TEAD-YAP block: 0

Compound: COC(=O)c1ccccc1NC(=O)C1CCN(S(=O)(=O)c2ccc(OC)c(C)c2)CC1
  GPR151 activ: 4.5	FBW7 act: 0.2	MITF primary: 11	TEAD-YAP block: 2

Compound: O=C(Nc1ccc(F)cc1)c1ccccc1S(=O)(=O)c1ccc([N+](=O)[O-])cc1
  GPR151 activ: 0.7	FBW7 act: -0.2	MITF primary: -4	TEAD-YAP block: -5
